IkB signaling = IkB Signaling | ABC-DLBCL IkBa-CBG/CBR dual luciferase ratio, 4 h; response scale: scaled: untreated 0%, proteasome inhibitor 100% | Potency, µM (titrated, usually from 57.1 µM), inactives show top-dose IkBa stabilization activation | AID 445, 2006 | actives 0.04% (n = 110,000); active = well fitted curve in the direction sought with a large enough effect in the signal ratio, not every such curve was filed as active; inconclusive = small, poorly fitted or top-dose-only effect, or a change in a side signal; the % refers to the signal ratio;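 note: the direction sought is a rising ratio; 0% = basal untreated cells and 100% = reference inhibitor full response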
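Curves were fitted separately to fusion (green), unfused (red) and ratio luminescence, then classed by r2, magnitude and activity. Cells: OCI-Ly3, 4 h compound plus doxycycline at 37C; 10 uM MG-132 defined full response.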
p53ts 32C kill = qHTS Screen for Compounds that Selectively Target Cancer Cells with p53 Mutations: Cytotoxicity of p53ts Cells at the Permissive Temperature; H1299-p53A138V at 32C, ATP luminescence viability, 24 h; Potency, µM (titrated, usually from 46.1 µM), for inactives: at the highest dose activity change, negative = cytotoxicity, usual class: cytotoxic; actives 0.93% (n = 130,000); AID 924, 2007;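 note: 0% = DMSO and -100% = full killing by reference compound; nearly all actives have a fitted effect of over 55% in size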
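Viability by ATPlite luminescence after 24 h compound treatment (up to 46 uM) at the permissive 32C. Cells are H1299 carrying p53 A138V. Scale runs from DMSO basal to 100 uM tamoxifen as full kill; AC50 from Hill fits.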
p53ts 39C kill = qHTS Screen for Compounds that Selectively Target Cancer Cells with p53 Mutations: Cytotoxicity of p53ts Cells at the Nonpermissive Temperature | AID 902, 2007 | actives 1.5% (n = 130,000) | Potency, µM (titrated, usually from 46.1 µM), for inactives: top-dose activity change, negative = cell killing, hits mostly cytotoxic | H1299-p53A138V viability at 39C, ATP luminescence, 24 h; note: nearly all actives have a fitted effect of over 55% in size
Peg3 imprint = qHTS Assay for Compounds that Induce Erasure of Genomic Imprints; mouse ES Peg3-LacZ reporter, beta-gal luminescence, 40 h; Potency, µM (top dose mostly 60.7 µM), for the others: top-dose activity change, positive = activation, most hits filed as activators; actives 0.02% (n = 110,000); AID 1948, 2009;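 note: 0% = negative control wells on the plate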
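Imprint erasure is scored as LacZ activity from the silenced maternal Peg3 allele in feeder-free female ES cells cultured 40 h with LIF. Luminescence is normalized to in-plate negative controls and fitted to the Hill equation.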
Active calls of the source: *; ? = inconclusive; . = not tested or not shown; [ ] = remark or other dose. Unless noted, calls come from the whole dose curve; as a rule, active = well fitted curve in the direction sought with a large enough effect; inconclusive = small, poorly fitted or top-dose-only effect, or another doubt; inactive = no such curve, though single readings can be large; an effect the other way counts as inactive or inconclusive. Unless noted, % is set by controls: 0 for no effect and ±100 for the full control effect; potency is the fitted concentration of half-maximal effect.

The line under a structure holds: IkB signaling, p53ts 32C kill, p53ts 39C kill, Peg3 imprint
- COc1ccccc1C(=O)NCCC(=O)N1CC(=O)Nc2ccccc21
  0.8%, 2.3%, 8.2%, -6.6%
- CC(C)(C)c1ccc(S(=O)(=O)N2CCCC2C(=O)NC2=NCCS2)cc1 (stereo not drawn)
  0.2%, -4.6%, -4.7%, -11.8%
- CCCC(=O)CN1C(=O)C2(OCCO2)c2ccccc21
  1.3%, 2.1%, 10.6%, -7.8%
- COC(=O)c1ccc(-n2nnc(-c3nc(-c4ccccc4Cl)no3)c2C)cc1
  -1.6%, -3.4%, -2.6%, -14.1%[10.9 µM]
- O=C(Nc1ccc(Br)c2cccnc12)c1ccc(Cn2cc(Cl)cn2)o1
  1.5%, -4.1%, -4.9%, 9.5%
- O=C(COc1c(F)c(F)c(C(F)(F)F)c(F)c1F)Nc1ccc(N2CCOCC2)c(Cl)c1
  ?, 5.1%, 21.1%, -12.9%
- O=C(CSc1nnc(C2CC2)n1Cc1ccccc1)c1cc2ccccc2o1
  1.7%, -3.3%, -9.3%, -5.4%
- COc1ccc(C2=Nc3ccc(C)cc3NC(c3ccc(Cl)cc3)=N2)cc1
  -1.8%, -12.2%, -9.4%, -17.0%[10.9 µM]
- O=C(NCC12CC3CC(CC(C3)C1)C2)c1cc2nc(-c3ccc(Cl)cc3)cc(C(F)(F)F)n2n1
  0.7%, -1.0%, 36.5%[activator], 5.0%[10.9 µM]
- CCOC(=O)CSc1nnc(-c2ccccc2NC(=O)c2ccccc2)o1
  1.0%, 8.8%, 6.6%, 8.0%
- O=C(NCc1ccccc1)C(=O)NCC(c1cccnc1)N1CCN(c2ccccc2)CC1 (stereo not drawn)
  -3.4%, -3.9%, -14.6%, -11.6%[10.9 µM]
- CCS(=O)(=O)n1nc(-c2ccccc2)nc1SCc1ccccc1
  4.8%, -25.6%, -20.2%, -4.1%
- CC1(C)Cc2c(sc3nn[nH]c(=O)c23)CO1
  -2.3%, 18.7%, 17.2%, -1.9%
- COc1ccc(C(CNC(=O)Cn2[nH]c(=O)c3ccccc3c2=O)N2CCCC2)cc1 (stereo not drawn)
  -0.6%, -1.5%, 4.6%, -0.6%
- O=C(c1ccco1)N1CCN(c2ncnc3c2[nH]c2ccc(Br)cc23)CC1
  ?, ?, -17.5%, -17.3%
- Cn1nnc(NC(=O)c2ccccc2F)n1
  2.5%, 1.0%, -7.8%, -12.2%
- COc1ccc(-c2nc3cnc(OC)nc3n(CCC#N)c2=O)cc1
  -4.3%[11.4 µM], -8.9%, 1.8%, -7.1%
- Cc1cccc(CCN(Cc2cc3cccc(C)c3[nH]c2=O)C(=O)N2CCOCC2)c1
  1.1%, 2.4%, 9.8%, 9.6%
- c1ccc(CNc2cnccn2)cc1
  ., 7.8%, 27.4%, .
- Cc1ccc(Cn2c(=O)n(CCCCC(=O)NCCc3ccc(Cl)cc3)c(=O)c3ccccc32)cc1
  ?, -24.6%, ?, ?
- CCCCOC(=O)/C(C#N)=C/c1ccc(-c2ccc(Br)cc2)o1
  4.0%, 3.8%, 14.4%, -8.6%[10.9 µM]
- Cn1c(=O)c2c(ncn2CC(N)=O)n(C)c1=O
  0.3%, 0.0%, 11.1%, 15.4%
- COc1cc2c(=O)n(Cc3ccco3)c(=O)n(CC(=O)Nc3ccc(F)cc3)c2cc1OC
  ?, 17.2%, -0.6%, -7.1%[10.9 µM]
- COC(=O)C1=C(C)NC(C)=C(C(=O)OCCSc2ccccc2)[C@@H]1C
  ?, 15.1%, -8.8%, -23.9%
- COc1cc(NS(=O)(=O)c2ccc(F)cc2)c(OC)cc1NC(=O)C1CC1
  1.5%, -2.2%, 0.1%, .
- COc1ccc(CCNC(=O)c2ccc3c(c2)CCN3S(C)(=O)=O)cc1
  -0.4%, -3.0%, -17.9%, 10.6%[10.9 µM]
- Cc1nn(-c2ccccc2)c(C)c1/C=N/NC(=O)c1cc(-c2cccc3ccccc23)n[nH]1
  ., 1.2%, -4.0%, .
- COc1ccc2nc(SCC(=O)NC(C)C)[nH]c2c1
  0.6%, 10.3%, -3.5%, -0.7%
- c1c[nH]c(CN2CCOCC2)n1
  0.4%[11.4 µM], 5.5%[9.22 µM], 10.3%[9.22 µM], -2.4%[10.9 µM]
- COc1cccc(NC(=O)Nc2ccc3nc(N4CCN(C)CC4)cc(C)c3c2)c1
  ?, -22.4%, -15.1%, -18.3%[10.9 µM]

Looked up by structure from the list above (five):
The line under a structure holds: IkB signaling, p53ts 32C kill, p53ts 39C kill, Peg3 imprint
- O=C(CSc1nnc(C2CC2)n1Cc1ccccc1)c1cc2ccccc2o1
  1.7%, -3.3%, -9.3%, -5.4%
- COC(=O)c1ccc(-n2nnc(-c3nc(-c4ccccc4Cl)no3)c2C)cc1
  -1.6%, -3.4%, -2.6%, -14.1%[10.9 µM]
- c1c[nH]c(CN2CCOCC2)n1
  0.4%[11.4 µM], 5.5%[9.22 µM], 10.3%[9.22 µM], -2.4%[10.9 µM]
- COc1cc(NS(=O)(=O)c2ccc(F)cc2)c(OC)cc1NC(=O)C1CC1
  1.5%, -2.2%, 0.1%, .
- CCCCOC(=O)/C(C#N)=C/c1ccc(-c2ccc(Br)cc2)o1
  4.0%, 3.8%, 14.4%, -8.6%[10.9 µM]

New compounds follow.
The line under a structure holds: IkB signaling, p53ts 32C kill, p53ts 39C kill, Peg3 imprint
- CCCCN(C)CCCNC(=O)c1cn(CC)c2ccc(S(=O)(=O)N3CCc4ccccc4C3)cc2c1=O
  ?, -17.7%, 1.2%, -11.2%[10.9 µM]
- O=CNc1ncn[nH]1
  2.2%[11.4 µM], -4.9%[9.22 µM], -2.4%[9.22 µM], 3.0%[10.9 µM]
- O=P(O)(CP(=O)(c1ccccc1)c1ccccc1)c1ccccc1
  -0.8%, 1.7%, -2.0%, 2.2%
- COc1cc(OC)c(NC(=O)c2ccc3c(Cl)c4c(nc3c2)CCCC4)cc1Cl
  0.3%, -0.2%, 2.0%, -5.2%[10.9 µM]
- COC(=O)c1cc(S(=O)(=O)n2nc(C)cc2C)c(Cl)cc1Cl
  -1.1%, 12.3%, 3.2%, -3.9%
- CCC(=O)Nc1cc2nn(-c3ccc(C)cc3)nc2cc1C
  0.7%, ?, ?, -23.1%[10.9 µM]
- CCCCN(C)CCCNC(=O)c1cc(-c2ccc(Br)s2)nc2ccccc12
  -5.1%, -10.6%, 12.6µM*, -7.3%[10.9 µM]
- COc1ccc(S(=O)(=O)N(CCc2ccccc2)CC(=O)N2CCOCC2)cc1
  1.9%, 3.8%, 6.9%, -7.9%
- CCc1ccccc1NC(=O)Cn1nc(C(F)(F)F)c2c1CCCC2
  5.1%, -3.3%, 8.5%, -4.6%[10.9 µM]
- CC(NC(=O)Cc1ccccc1)c1nc2ccccc2[nH]1 (stereo not drawn)
  4.3%, 9.0%, -18.5%, -0.7%
- CCOc1ccc(OCc2ccc(C(=O)OCc3ccccn3)o2)cc1
  ?, -14.5%, -10.6%, -96.3%[inhibitor]
- CC(=O)Nc1nc2n(n1)C(c1ccc(Cl)cc1)C=C(C)N2 (stereo not drawn)
  0.7%, -1.0%, -11.6%, -2.4%
- CCOc1ccccc1-c1cc(-c2ccc(OC)cc2)nc2c1c(=O)n(C)c(=O)n2C
  0.7%, -3.5%, -2.1%, -3.3%
- CCCc1cc(=O)[nH]c(NCc2ccc(Cl)cc2)n1
  -6.1%, 16.8%, 11.2%, -2.1%
- CCOC(=O)c1[nH]c(C)c(CCC(=O)NCc2cccc(Cl)c2)c1C
  ?, 1.2%, 2.8%, -7.5%[10.9 µM]
- CCN(CC)c1ccc(NC(=O)C2CCCN(S(=O)(=O)c3cccnc3)C2)c(C)c1 (stereo not drawn)
  0.8%, 1.9%, -4.4%, -10.8%
- Clc1ccc2c(c1)CNc1c(ncnc1N1CCOCC1)O2
  2.4%, -4.9%, 2.3%, -6.6%
- Cc1nc(SCc2cc(=O)c3cccc(F)c3[nH]2)n[nH]1
  1.6%, 4.0%, 4.5%, 20.8%[10.9 µM]
- Cc1cc2ccccc2c(=O)n1CC(=O)NCC(=O)N(C)Cc1ccccc1
  0.0%, 0.3%, -0.2%, -2.0%
- COc1ccc(C2C(=O)N(C3CCCCC3)CC(=O)N2CCC2=CCCCC2)cc1 (stereo not drawn)
  ?, 5.8%, -21.4%, -5.0%[10.9 µM]
- CCOc1ccc(S(=O)(=O)N(C)c2ccc(OCC(=O)OCc3c(C)noc3C)cc2)cc1
  0.2%, -9.9%, -1.5%, -12.9%
- COc1ccc2c(c1)C(C)=CC(C)(C)N2C(=O)CNCc1ccc2c(c1)OCO2
  2.0%, -10.4%, -9.7%, -15.6%
- N#Cc1nc(-c2ccc(OCc3ccccc3)cc2)oc1NCc1ccco1
  -1.5%, -20.0%, -3.1%, -12.6%
- O=C(CN1C(=O)CCc2cc(Br)ccc21)Nc1ccc(OC(F)(F)F)cc1
  ?, -8.8%, -14.5%, -13.0%[10.9 µM]
- CCOc1ccccc1OCC(O)CNC (stereo not drawn)
  1.9%, -1.5%, 9.6%, 17.1%
- Cc1cc(-c2ccccc2)n2nc(-c3ccc(Cl)cc3)cc2n1
  -2.2%, 12.7%, -0.6%, -5.6%[10.9 µM]
- CCCCC/C=C\C[C@H](O)/C=C\c1cccc(C[C@H](O)CCCCO)n1
  3.9%, -10.6%, 2.5%, .
- COc1ccccc1CNC(=O)Nc1cccs1
  ., -6.8%, -3.2%, .
- O=C(O)c1cc2ccccc2c(S(=O)(=O)O)c1O
  0.6%[11.4 µM], 1.6%[9.22 µM], 7.1%[9.22 µM], -8.9%[10.9 µM]
- COCc1[nH]nc2c1C(c1ccccc1Cl)C(C#N)=C(N)O2 (stereo not drawn)
  2.3%, -0.1%, -14.1%, 8.2%

Three compounds from above, sorted by the number in IkB signaling, rising.
mol | IkB signaling
COC(=O)c1ccc(-n2nnc(-c3nc(-c4ccccc4Cl)no3)c2C)cc1 | -1.6%
CC(C)(C)c1ccc(S(=O)(=O)N2CCCC2C(=O)NC2=NCCS2)cc1 (stereo not drawn) | 0.2%
COc1ccccc1C(=O)NCCC(=O)N1CC(=O)Nc2ccccc21 | 0.8%

(cont.)
The line under a structure holds: IkB signaling, p53ts 32C kill, p53ts 39C kill, Peg3 imprint
- CCOc1ccccc1C(=O)NCC(c1ccc(N(C)C)cc1)N1CCCC1 (stereo not drawn)
  ?, -11.6%, -19.0%, -17.9%[10.9 µM]
- O=S(=O)(c1cccs1)n1nnc2ccccc21
  -2.8%, -2.5%, 8.9%, -9.2%
- CC(C)(C)OC(=O)N1CCC[C@H]1C(=O)NCC1CCC(C(=O)O)CC1 (stereo partly drawn)
  0.9%, -3.9%, -3.2%, -8.0%
- Cc1cccc(Cn2c(C)c(C)c3cc(C(=O)NCc4ccc(C)o4)ccc32)c1
  ?, -8.9%, -5.6%, -12.1%[10.9 µM]
- COc1ccc(CCNC(=O)Cc2c(C)c3c(cc(C)c4c(C)coc43)oc2=O)cc1OC
  0.5%, -2.2%, 1.9%, -9.2%[10.9 µM]
- Cc1nc(CNS(=O)(=O)c2ccc3c(c2)CCCC3)cs1
  2.6%, -6.7%, 8.2%, -20.4%
- COC(=O)c1ccc(NC(=O)CCN2CCN(Cc3ccccc3)CC2)cc1
  ., -7.0%, 1.0%, .
- O=C(Nc1c[nH]c(=O)[nH]c1=O)Oc1ccccc1
  -0.7%[11.4 µM], 1.0%[9.22 µM], -5.0%[9.22 µM], -1.2%[10.9 µM]
- CCOC(=O)c1nc(Nc2ccc(Cl)cc2)c2c(C)noc2n1
  -0.5%, 6.6%, -11.0%, -7.1%[10.9 µM]
- c1ccc(-c2noc(-c3cccnc3)n2)nc1
  2.9%, 12.6µM*, 12.6µM*, -91.7%[inhibitor]
- COc1cc(C2C(=O)N(C3CCCCCC3)CC(=O)N2CCC2=CCCCC2)ccc1OC(C)C (stereo not drawn)
  ?, -11.4%, 7.1%, 7.6%[10.9 µM]
- COc1ccc(C2=NOC(C(=O)Nc3ccc(C(C)=O)cc3)C2)cc1OC (stereo not drawn)
  -0.2%, 14.1%, 12.6%, -12.9%

High-throughput results deposited in PubChem BioAssay by National Center for Advancing Translational Sciences (NCATS).

No enrichment for hits. Share with any hit: about 1.7%.
